GAA glycogen mod: qHTS Assay for Inhibitors and Activators of Human alpha-Glucosidase Cleavage of Glycogen; Lysosomal alpha-glucosidase (Homo sapiens), P10253; AID 2100, 2009; recombinant GAA, glycogen substrate, Amplex Red glucose oxidase fluorescence; Potency, µM (titrated, usually from 76.4 µM), for inactives: at the highest dose activity change, negative = inhibition, usual class: inhibitors; actives 0.38% (n = 300,000); active = well fitted inhibition curve with a large enough effect; inconclusive = small, poorly fitted or top-dose-only effect, or another doubt; inactive = no such curve, though single readings can be large or run the other way;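 note: 0% = full enzyme reaction and -100% = no-enzyme basal signal; the screen sought inhibitors and activators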
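Natural-substrate format: glycogen cleavage by 4 nM human enzyme, glucose read by Amplex Red coupling (Ex 573, Em 610 nm). Normalized to enzyme and no-enzyme controls.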
Starred values were filed as active, the others as inactive; ? = inconclusive; [ ] = remark or other dose. Potency is the fitted concentration of half-maximal effect.

SMILES	GAA glycogen mod
Cn1cccc1-c1cc(C(=O)N/N=C/c2ccc(F)cc2)[nH]n1	5%
CC1(C)Oc2ccc3ccc(=O)oc3c2/C(=C/NNC(N)=S)C1=O	?
O=C(O)CSCC(=O)N1CCN(Cc2ccc3c(c2)OCO3)CC1	4%
Cc1sccc1/C=N/NC(=O)c1ccco1	3%[76.3 µM]
O=C(NCc1ccc(Cl)cc1)c1cc(=O)[nH]c2ccccc12	2%
CCOc1cc(/C=C2\SC(=NC)N(C)C2=O)cc(Cl)c1OC(C)=O	2%
CC(=O)Nc1ccc(S(=O)(=O)NC(C)(C#N)C2CC2)cc1 (centres undefined)	-11%[76.3 µM]
O=C(CSc1nc2ccccc2c(=O)n1-c1ccc(F)cc1)Nc1ccc(C(=O)O)cc1	3%
CCn1c(=S)sc2c(=O)n(CC(=O)Nc3ccc(Cl)cc3)c(C)nc21	-10%[76.3 µM]
COc1ccc(C(=O)N2CCNC(=O)C2CC(=O)Nc2ccc(C)c(C)c2)cc1 (centres undefined)	0%[76.3 µM]

Reprinted from the part before: six entries, then new ones.
SMILES	GAA glycogen mod
O=C(NCc1ccc(Cl)cc1)c1cc(=O)[nH]c2ccccc12	2%
CCOc1cc(/C=C2\SC(=NC)N(C)C2=O)cc(Cl)c1OC(C)=O	2%
CC(=O)Nc1ccc(S(=O)(=O)NC(C)(C#N)C2CC2)cc1 (centres undefined)	-11%[76.3 µM]
O=C(CSc1nc2ccccc2c(=O)n1-c1ccc(F)cc1)Nc1ccc(C(=O)O)cc1	3%
CCn1c(=S)sc2c(=O)n(CC(=O)Nc3ccc(Cl)cc3)c(C)nc21	-10%[76.3 µM]
COc1ccc(C(=O)N2CCNC(=O)C2CC(=O)Nc2ccc(C)c(C)c2)cc1 (centres undefined)	0%[76.3 µM]
Cc1[nH]c(=O)[nH]c(=O)c1S(=O)(=O)Nc1cccc([N+](=O)[O-])c1C	2%
COc1ccc(C(=O)NCc2nc(C)c(C)s2)cc1OC1CCN(C(C)C)CC1	-11%[76.3 µM]
O=C(NCCc1ccccn1)c1ccc(OC2CCN(CCc3ccccc3)CC2)cc1	-1%[76.3 µM]
NC(=O)CN1CCN(CCN2C(=O)c3cccc4cccc(c34)C2=O)CC1	4%[76.3 µM]
CC(C)OCCCNC(=O)c1ccc(NC(=O)C2=CSCCO2)cc1	-2%[76.3 µM]
CN1C(=O)C(Cc2cnc[nH]2)NC1=S (centres undefined)	?
CCOc1ccc(OCC(=O)Nc2cc3c(cc2C(=O)O)OCCCO3)cc1	-8%
Cc1ccccc1COC(=O)c1cc([N+](=O)[O-])ccc1N1CCOCC1	-18%[76.3 µM]
Cc1cccc(OCc2nnc(SCC(=O)NCC3CCCO3)n2C)c1 (centres undefined)	1%
O=C(NCc1ccccn1)C(=O)NCC1OCCN1S(=O)(=O)c1ccc(Br)cc1 (centres undefined)	6%[76.3 µM]
O=c1[nH]c(C2CCCN(S(=O)(=O)c3ccc(F)cc3)C2)nc2c1nnn2Cc1ccc(F)cc1 (centres undefined)	3%
CC1Sc2ccc(S(=O)(=O)N3CCC(C(=O)NCCc4ccccc4)CC3)cc2NC1=O (centres undefined)	3%[76.3 µM]
NC(=O)c1ccccc1OCc1cccc2ccccc12	6%
O=C(O)CCc1ccc(S(=O)(=O)Nc2ccccc2C(=O)NCCc2ccccc2)cc1	-16%[76.3 µM]
CCN1CCN(C2=C(NS(=O)(=O)c3ccc(C)cc3)C(=O)c3ccccc3C2=O)CC1	-5%[76.3 µM]
CC1(C)CC2CC(C)(CN2C(=O)c2cc(-c3ccccc3)on2)C1 (centres undefined)	9%
Cc1ccc(CN2CCc3[nH]c(=S)[nH]c(=O)c3C2)cc1	1%[76.3 µM]
COc1cc2[nH]c(=S)nc(NCc3ccc(C)cc3)c2cc1OC	-5%
CC(C)c1ccc(NC2CCCN(C(=O)c3cc(C(C)C)nc(N)n3)C2)cc1 (centres undefined)	7%[76.3 µM]
COCCn1c(SCC(=O)N2CCOCC2)nc2ccccc2c1=O	2%
CS(=O)(=O)Nc1ccccc1C(=O)Nc1ccccc1C(=O)N1CCCC1	4%[76.3 µM]
COc1ccc(CCC(C)NCc2cc(OC)cc(OC)c2)cc1 (centres undefined)	-3%[76.3 µM]
O=C(COc1ccccc1[N+](=O)[O-])Nc1ccccc1N1CCCCC1	-2%[76.3 µM]
CN(CC(=O)Nc1cccc(S(=O)(=O)N(C)C)c1)Cc1ccccc1	5%
CCc1cc(C(=O)NCC2CCCO2)sc1C (centres undefined)	-2%[76.3 µM]
COc1ccc(C(=O)N2CCN(C(=O)C3COc4ccccc4O3)CC2)cc1OC (centres undefined)	-1%[76.3 µM]
CN(CC(=O)Nc1ccccc1Cl)C(=O)COC(=O)CN1C(=O)NC2(CCCC2)C1=O	4%[76.3 µM]
Cc1ccc(-c2nnc(-c3cccnc3)o2)cc1	-3%
Cc1ccc(CCN2CC(C(=O)NCCCN3CCCCC3)CC2=O)cc1 (centres undefined)	-1%[76.3 µM]
Cc1c(NC(=O)Nc2ccc3c(c2)OCO3)cccc1[N+](=O)[O-]	2%[76.3 µM]

Single entries from the results shown.
GAA glycogen mod result of CCc1cc(C(=O)NCC2CCCO2)sc1C (centres undefined) : -2%[76.3 µM]
GAA glycogen mod result of CC(C)c1ccc(NC2CCCN(C(=O)c3cc(C(C)C)nc(N)n3)C2)cc1 (centres undefined) : 7%[76.3 µM]
GAA glycogen mod result of NC(=O)c1ccccc1OCc1cccc2ccccc12 : 6%
GAA glycogen mod result of Cn1cccc1-c1cc(C(=O)N/N=C/c2ccc(F)cc2)[nH]n1 : 5%
GAA glycogen mod result of CCOc1cc(/C=C2\SC(=NC)N(C)C2=O)cc(Cl)c1OC(C)=O : 2%
GAA glycogen mod result of CCN1CCN(C2=C(NS(=O)(=O)c3ccc(C)cc3)C(=O)c3ccccc3C2=O)CC1 : -5%[76.3 µM]

(list continues)
SMILES	GAA glycogen mod
O=C(COC(=O)c1ccccc1[N+](=O)[O-])NCCCc1ccccc1	3%
Cc1ccc(S(=O)(=O)/N=C2/NC(=O)/C(=C\c3cc(Br)cc(Br)c3O)S2)cc1	-3%[76.3 µM]
COc1ccc(C(=O)CCC(=O)Nc2ccc(N3CCCCC3)cc2)cc1OC	-8%
Cc1ccc(CN2CCC(Oc3ccc(C(=O)NCc4ccccn4)cc3)CC2)o1	0%[76.3 µM]
CCOC(=O)C1CCN(S(=O)(=O)c2ccc(-c3ccc(=O)[nH]n3)o2)CC1	-2%[76.3 µM]
CCOC(=O)/C=C/C(=O)Nc1ccc(S(=O)(=O)Nc2nccs2)cc1	-7%
CC(NC(=O)c1ccccc1)c1nnc(SCC(=O)NC2=NCCS2)n1C (centres undefined)	-9%
COCCNC(=O)Cc1c(C)c2c(cc(C)c3c(C)coc32)oc1=O	1%
COc1ccc(S(=O)(=O)NC2CCCC2)cc1C(N)=O	-1%[76.3 µM]
Cc1ccc(NC(=O)c2cc(-c3cc(Cl)ccc3O)n[nH]2)cc1C	5%
Cc1cc(N2CCOCC2)nc2ccc(NC(=S)NC(C)C)cc12	0%
CN(C)CCCN(C(=O)c1ccc([N+](=O)[O-])o1)c1nc2cc3c(cc2s1)OCO3	0%[76.3 µM]
COc1ccc(S(=O)(=O)NCCC(=O)Nc2ccc(C)cc2)cc1	3%
C/C(=N\NC(=O)c1ccc(O)cc1)c1cccc(NC(=O)c2ccccc2C)c1	0%[76.3 µM]
NNC(=O)c1ccc(COc2ccc(Br)cc2)o1	2%
O=c1ccc2cc(S(=O)(=O)Nc3ccccc3F)ccc2o1	4%[76.3 µM]
NC(=O)C1CCN(C2=C(NS(=O)(=O)c3ccc(Br)cc3)C(=O)c3ccccc3C2=O)CC1	-25%[76.3 µM]
CS(=O)(=O)Nc1ccc(C(=O)Nc2ccc(S(=O)(=O)Nc3nccs3)cc2)cc1	-13%[76.3 µM]
COc1ccccc1CCNC(=O)c1ccc2nc[nH]c2c1	2%[76.3 µM]
COC(=O)C(C)N1C(=O)S/C(=C\c2ccc(-c3ccc(C(=O)O)cc3C)o2)C1=O (centres undefined)	0%
CC(=O)N1CCOc2ccc(S(=O)(=O)N3CCC(C(=O)NCc4ccccc4)CC3)cc21	-3%[76.3 µM]
CCOc1ccc(NC(=O)CS(=O)CC(=O)Nc2cccnc2)cc1 (centres undefined)	-6%
O=C(O)CC/C(=N/NC(=O)c1ccc(-c2ccccc2)cc1)c1ccccc1	-20%[76.3 µM]
Cc1cc(=O)[nH]c2nnc(-c3ccc(Br)cc3)n12	-1%
CC(=O)c1cccc(NC(=O)NCc2ccc3c(c2)OCO3)c1	-9%[76.3 µM]
Cn1ncc([N+](=O)[O-])c1C(=O)Nc1cccc2ccccc12	10%
Cc1ccc(NC(=O)C(OC(=O)c2cnc(C)cn2)c2ccccc2)c([N+](=O)[O-])c1 (centres undefined)	-4%[76.3 µM]
COc1ccc(-n2c(SCC(=O)NCC3CCCO3)nc3c(c2=O)SCC3)cc1 (centres undefined)	5%[76.3 µM]
COc1ccc(CNC(=O)CN(C(=O)c2snc(C(N)=O)c2N)c2ccc(F)cc2)cc1	-2%[76.3 µM]
Cc1ccc(N2C(=NC(=O)c3ccccc3)SC3CS(=O)(=O)CC32)cc1 (centres undefined)	-8%[76.3 µM]
CCCCNC(=NCc1cccc(C(F)(F)F)c1)Nc1ccccc1	-7%
COc1ccccc1OCC(=O)NCC(c1cccs1)N1CCOCC1 (centres undefined)	0%[76.3 µM]
CCn1ncc(Cl)c1C(=O)Nc1ccc2c(c1)CCC2	-5%[76.3 µM]
Cc1ccc(S(=O)(=O)/N=C(/Sc2ccccc2C(=O)O)c2ccccc2)cc1	-4%[76.3 µM]
Cc1[nH]n(C(N)=S)c(=O)c1N=Nc1cccc(Cl)c1	-3%
Cc1cc(C)cc(NC(=O)[C@H](NC(=O)[C@@H]2Cc3ccccc3CN2)c2ccccc2)c1	-3%[76.3 µM]
Cc1ccc(S(=O)(=O)N2CCN(C(=O)CCn3nc(C)c(C)c3C)CC2)cc1C	1%
O=C(Nc1ccc2nc3n(c(=O)c2c1)CCCC3)c1cccc(F)c1	-5%
O=C(CCN1C(=O)/C(=C/c2ccc(F)cc2)SC1=S)NC1CCS(=O)(=O)C1 (centres undefined)	-2%[76.3 µM]
C=C(C)[C@@H]1CC[C@]2(C(=O)O)CC[C@]3(C)C(CCC4[C@@]5(C)CC[C@H](O)C(C)(C)C5CC[C@]43C)C12 (some centres undefined)	17%[76.3 µM]
COCC(=O)Nc1ccc(S(=O)(=O)N2CCCC2)cc1	2%
O=[N+]([O-])c1cc(-c2ccc(/C=N\n3cnnc3)o2)cc([N+](=O)[O-])c1	-4%
C/C(=N\Nc1ccc(Cl)c(C(=O)O)c1)c1ccc(N2CCOCC2)cc1	?
CC(=O)c1ccc(OCC(=O)N2CCCC(Nc3ccc(C)c(C)c3)C2)cc1 (centres undefined)	-14%[76.3 µM]
COc1ccc(-n2nc(C(=O)NCC(=O)NC(C)C)c3ccccc3c2=O)cc1OC	-6%
O=C(Nc1ccc(S(=O)(=O)NC2=NCCCCC2)cc1)c1cc(S(=O)(=O)N2CCOCC2)ccc1F	1%[76.3 µM]
Cc1cc(C)c(S(=O)(=O)Cc2ccccc2)c(OC(C)C)n1	-9%
Cc1cccc(/C=N/NC(=O)c2ccncc2)n1	2%
COc1ccc(CNC(=O)c2nccnc2CO)cc1	-6%
Cc1cc(OCC(=O)Nc2ccncc2)cc(C)c1Cl	-1%[76.3 µM]

Other entries:
SMILES	GAA glycogen mod
CN(C)S(=O)(=O)c1ccc(C(=O)N2CC(=O)Nc3ccc(F)cc3C2c2ccc(F)cc2)cc1 (centres undefined)	-14%
O=C(NCCc1ccccc1)c1ccc(CS(=O)(=O)Cc2ccc(F)cc2)o1	1%[76.3 µM]
CC(Sc1nccn1C)C(=O)c1ccc(Br)cc1 (centres undefined)	-2%[76.3 µM]
CCCCc1cc(=O)oc2cc(C)cc(OCC(=O)Nc3cccnc3)c12	-3%[76.3 µM]
COCCCn1c(SCC(=O)Nc2ccc(NC(C)=O)cc2)nc2sc3c(c2c1=O)CCC3	10%
COC(=O)/C(C#N)=C/c1c(N2CCCCCC2)nc2c(C)cccn2c1=O	-9%
O=C(CSCc1ccccc1)NNc1c(F)c(F)cc(F)c1F	1%
O=C(CCn1c(=O)oc2ccccc21)Nc1cccc([N+](=O)[O-])c1	-4%[76.3 µM]
CCOc1ccc(NC(=O)NNC(=O)c2ccc3ccccc3c2O)cc1	5%[76.3 µM]
Cc1cc(C)c(NC(=O)CS(=O)CC(=O)N2CCN(c3cccc(C)c3C)CC2)c(C)c1 (centres undefined)	1%
CC(NS(=O)(=O)c1ccc(Br)cc1)C(=O)NC1CCCCCC1 (centres undefined)	-4%[76.3 µM]
Cc1cc(C)c(C(=O)N(C)CC2CCCN(CCc3ccccc3F)C2)o1 (centres undefined)	-4%[76.3 µM]
O=C(O)c1ccc(-c2ccc(/C=c3/sc4nc5ccccc5n4c3=O)o2)cc1Cl	-1%
CCN(CC)CCn1c2ccccc2c2n[nH]c(=S)nc21	3%[76.3 µM]
O=C(CSc1nccc(=O)[nH]1)N1CCOCC1	-2%[76.3 µM]
Cc1cc(S(=O)(=O)Nc2ccc(C(=O)NCC(c3ccccc3)N(C)C)cc2)ccc1F (centres undefined)	-7%[76.3 µM]
COc1ccc(Cl)cc1-n1c(=S)sc2c(=O)n(-c3ccc(F)cc3)c(SCC(=O)O)nc21	4%
Cc1csc(NC(=O)C2CSC3(C)CCC(=O)N23)n1 (centres undefined)	-4%[76.3 µM]
CC1CCCCN1C(=O)CSc1nc2ncccc2[nH]1 (centres undefined)	1%[76.3 µM]

Quoted at random: three entries already listed, in no set order.
SMILES	GAA glycogen mod
CC(NS(=O)(=O)c1ccc(Br)cc1)C(=O)NC1CCCCCC1 (centres undefined)	-4%[76.3 µM]
O=C(O)c1ccc(-c2ccc(/C=c3/sc4nc5ccccc5n4c3=O)o2)cc1Cl	-1%
Cc1cc(S(=O)(=O)Nc2ccc(C(=O)NCC(c3ccccc3)N(C)C)cc2)ccc1F (centres undefined)	-7%[76.3 µM]

Source: PubChem (National Center for Advancing Translational Sciences (NCATS))

Only part of the results is shown; count on the stated rates, not on these rows.
